Assay outcomes as filed in PubChem.
VLA-4 inh – inhibition in a human VLA-4 binding assay; P13612; VLA-4 expressing cells, ligand binding flow cytometry; inhibition, % (about 7 µM as worked out from the volumes in the protocol); 330,000 compounds, 0.2% hits; AID 2557; in the data active means inhibition above about 50%
Fam108B inh – counter-screen for RBBP9 inhibitors: inhibitors of mouse Fam108B | inhibition, % at 9.51 µM | 300,000 compounds, 0.33% hits | AID 1947 | recombinant Fam108B, FP-Rh probe fluorescence polarization;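 active means inhibition above the screen mean inhibition plus 3 SD, computed separately per campaign, cut at about 18% in these data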;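 further: inhibitors lower polarization as less probe binds the enzyme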
GLD-1 RNA inh – GLD-1-TGE RNA interaction inhibition (C. elegans). AID 2280. Q17339. 320,000 compounds, 0.44% hits. purified GLD-1 + fluorescein TGE RNA, fluorescence polarization. inhibition, % at 5.96 µM;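 active means percent inhibition above a per-plate cutoff, the plate mean of test compounds plus 3 SD, cut at about 30% in these data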;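 further: 0% = DMSO wells with GLD-1 and probe and 100% = wells lacking GLD-1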
MEX-5 binding – C. elegans MEX-5 TCR-2 RNA binding activity | MEX-5/FITC-TCR2 RNA binding, fluorescence polarization; active compounds read low | activity score (negative = inhibition of binding), % at 10 µM | Q9XUB2 | AID 1832 | 300,000 compounds, 0.38% hits;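 active means inhibition past about -25% in most replicates, and total fluorescence under double the plate's negative control median, limit read from the data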;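 further: 0% = DMSO and -100% = 5 µM competing unlabeled TCR2 RNA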
Efflux pump inh – inhibitors of Candida antifungal efflux pumps expressed in yeast. 330,000 compounds, 0.44% hits. inhibition, % at 10 µM. S. cerevisiae Candida pump triplex, Nile Red efflux. AID 485275;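 active means plate passing quality check with inhibition over a set limit, or well fluorescence over plate mean plus 4 SD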;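 further: Nile Red retained in pooled yeast measured as flow cytometry median fluorescence; 0% = buffer negative control and 100% = Enniatin B positive control; higher means more Nile Red kept so more efflux inhibition; some compounds called inactive have numbers as strong as hits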
BCLXL inh – Bcl-xL (human) inhibition. inhibition, % at 10.9 µM. 320,000 compounds, 0.7% hits. GST-Bcl-xL / FITC-Bim BH3 peptide fluorescence polarization. Q07817;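 active means inhibition above the mean of all tested compounds plus 3 SD, cutoff set per campaign, cut at about 30% in these data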;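 further: 0% = DMSO wells and 100% = unlabeled Bim-BH3 peptide competitor; inhibitors lower millipolarization by displacing the labeled peptide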
Target sequence (Q07817 whole entry, looked up): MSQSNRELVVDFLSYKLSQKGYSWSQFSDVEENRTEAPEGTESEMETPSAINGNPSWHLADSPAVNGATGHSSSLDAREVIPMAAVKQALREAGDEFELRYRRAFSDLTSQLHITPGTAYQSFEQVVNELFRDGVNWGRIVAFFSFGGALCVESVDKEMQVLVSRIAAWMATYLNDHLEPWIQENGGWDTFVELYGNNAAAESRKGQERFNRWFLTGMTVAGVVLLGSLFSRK
MCL1 BIM primary – MCL1-BIM-BH3 interaction inhibition (human); GST-MCL1 / FITC-Bim-BH3 fluorescence polarization; 320,000 compounds, 0.68% hits; inhibition, % at 10.9 µM; Q07820;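 active means inhibition above the mean inhibition of all tested compounds plus 3 SD, set per campaign, cut at about 40% in these data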;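 further: 0% = DMSO wells and 100% = unlabeled Bim-BH3 peptide control; higher means more loss of mP so more displacement of Bim peptide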
PME-1 inh – PME-1 (human) inhibition. Q9Y570. recombinant PME-1, FP-Rh probe fluorescence polarization. inhibition, % at 5.9 µM. 320,000 compounds, 0.53% hits. AID 2130;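 active means inhibition above the campaign mean of all compounds plus 3 SD, cut at about 26% in these data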;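 further: competitive labeling of PME-1 active site by serine hydrolase directed probe; 0% = PME-1 with DMSO and 100% = wells lacking PME-1 enzyme; inhibitors block probe labeling so polarization falls and inhibition rises; many of its hits are not listed in these tables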
GRK2 inh – inhibitors of human GRK2 displacing RNA aptamer | P25098 | bead flow cytometry, FAM-aptamer displacement from GRK2 | inhibition of aptamer binding, % at 10 µM | 330,000 compounds, 0.59% hits | AID 488847;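 active means inhibition of aptamer binding above 40%, roughly 3 SD of noise, on plates passing a quality check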;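 further: median bead fluorescence of bound FAM aptamer so fluorescent compounds give negative values; no value below 0 was filed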
Target sequence (P25098 whole entry, looked up): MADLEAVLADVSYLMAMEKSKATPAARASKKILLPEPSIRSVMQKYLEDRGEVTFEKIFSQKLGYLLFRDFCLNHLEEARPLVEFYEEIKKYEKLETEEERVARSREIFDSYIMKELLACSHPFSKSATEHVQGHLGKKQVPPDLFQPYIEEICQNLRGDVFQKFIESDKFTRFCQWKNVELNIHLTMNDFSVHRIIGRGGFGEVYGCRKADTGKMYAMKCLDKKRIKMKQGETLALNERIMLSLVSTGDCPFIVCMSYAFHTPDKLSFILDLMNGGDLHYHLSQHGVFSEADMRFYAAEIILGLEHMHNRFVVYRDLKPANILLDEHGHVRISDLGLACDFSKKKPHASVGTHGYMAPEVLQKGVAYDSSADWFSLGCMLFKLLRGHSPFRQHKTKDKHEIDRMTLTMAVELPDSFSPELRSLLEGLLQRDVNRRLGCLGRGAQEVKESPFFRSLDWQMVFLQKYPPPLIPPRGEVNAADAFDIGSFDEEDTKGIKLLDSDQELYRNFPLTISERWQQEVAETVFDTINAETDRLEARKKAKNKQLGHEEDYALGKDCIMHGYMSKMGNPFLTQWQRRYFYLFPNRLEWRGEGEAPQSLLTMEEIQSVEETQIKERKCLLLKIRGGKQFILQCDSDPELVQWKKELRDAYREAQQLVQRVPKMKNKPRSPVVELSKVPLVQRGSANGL
* hit, by the source's call; / = no result given.

structure | GLD-1 RNA inh | PME-1 inh | Fam108B inh | MCL1 BIM primary | MEX-5 binding | VLA-4 inh | Efflux pump inh | BCLXL inh | GRK2 inh
CC1CN(C2CCN(C(=O)COc3ccccc3)CC2)CC(C)O1 (stereo not given) | -4 | -3 | -5 | 1 | -1.2 | 1 | 0.3 | 2 | 0
CC1CC(=O)c2c(cc3c(-c4c(O)cc(O)c5c(O)c6c(cc45)OC(C)CC6=O)c(O)cc(O)c3c2O)O1 (stereo not given) | 5 | 0 | 54* | 76* | -35* | -59 | -0.3 | 44* | 4
CCCCC(=O)Nc1ccc(NC(=S)NC(=O)CC)cc1OC | 7 | 4 | -4 | 12 | -0.4 | 23 | -0.1 | 7 | 3
CC(=O)c1ccc(NC(=O)c2sc3nc4n(c(=O)c3c2C)CCCCC4)cc1 | 5 | 2 | 3 | 5 | 0.3 | 13 | -0.1 | 4 | 0
Cc1c(C(=O)NNC(=O)c2ccncc2)oc2ccc(Br)cc12 | -4 | 2 | 6 | 7 | 0.4 | 2 | 0.2 | 0 | 0
CC(C)C(NC(=O)c1ccc2c(c1)OCO2)C(=O)N/N=C\c1ccco1 (stereo not given) | -4 | -4 | -7 | -3 | -0.6 | 21 | 0.3 | -11 | 4
CCN(CC)S(=O)(=O)c1cccc(-c2nnc(SCC(=O)NC3CCCCCCC3)n2N)c1 | 4 | -5 | -2 | -8 | 1.0 | 14 | 0.3 | 0 | 0
O=C(c1ccc(Cl)cc1)C(Cn1cncn1)C(Sc1ccccc1)c1ccccc1 (stereo not given) | 0 | 3 | 0 | 10 | -1.3 | 0 | 0.0 | 3 | 3
CCOC(=O)c1c(NC(=O)Cc2ccccc2)sc2c1CC(C)(C)NC2(C)C | 0 | 0 | 2 | 1 | 1.8 | -11 | -0.5 | 1 | 1
Cc1ccc(NC(=O)CN(c2ccc(Cl)cc2)S(=O)(=O)c2cc([N+](=O)[O-])ccc2Cl)cc1 | -2 | -3 | -16 | 3 | -4.6 | 9 | -0.2 | 3 | 0
Cc1ccc(-n2c(=O)cc(N3CC(C)OC(C)C3)[nH]c2=O)cc1 (stereo not given) | 5 | -5 | -3 | -3 | 1.3 | 21 | -0.1 | 3 | 0
COc1cccc(C2C(C#N)=C(N)OC(C(C)(C)C)=C2C#N)c1 (stereo not given) | -5 | 0 | 1 | 1 | -4.4 | 20 | 0.0 | 3 | 0
CC(C)CC(=O)NC(=S)NNC(=O)c1ccc(NC(=O)C2CCCCC2)cc1 | 0 | 1 | 10 | 8 | 7.2 | 15 | -0.2 | 3 | 1
CC1CCC2(CC1)NC(=O)N(CC(=O)NCc1cccs1)C2=O (stereo not given) | -7 | 3 | 3 | 0 | -4.1 | 16 | 0.2 | 2 | 3
Fc1ccc2cc(-c3ccccc3)ncc2c1 | 3 | / | / | / | / | 13 | -0.3 | / | 0
CCOC(=O)C1=C(C)NC(C)=C(C(=O)OCC)C1c1cc2ccc(C)cc2[nH]c1=O | 1 | -5 | -1 | -1 | 0.6 | 1 | -0.2 | 4 | 1
COc1ccccc1OCC(O)CN1CCOCC1 (stereo not given) | / | / | / | / | -0.9 | -3 | 0.0 | / | 4
COc1ccc(NC(=O)Cn2nnc(C(=O)NCCc3ccccc3)c2N)cc1 | -2 | -3 | 0 | -30 | -2.7 | -4 | -0.1 | -8 | 0
Cc1cccc(NC(=O)C(NS(=O)(=O)c2ccc3c(c2)CCC(=O)N3)c2ccccc2)n1 (stereo not given) | 1 | -3 | 0 | 7 | -1.6 | -12 | 0.3 | 2 | 0
CCc1ccc(/C=C/C(=O)c2ccc(N3CCOCC3)cc2)cc1 | -5 | -17 | -3 | -6 | -4.4 | 8 | 0.0 | -1 | 0
COc1cc(-c2nc(-c3ccccc3)c(-c3cccs3)[nH]2)cc(OC)c1O | 2 | 23 | 15 | 9 | -1.7 | -6 | -0.3 | 10 | 2
COc1ccc(CCN2CC(C(=O)NCCc3ccc(F)cc3)CCC2=O)cc1 (stereo not given) | -3 | -8 | 0 | 5 | 0.7 | 8 | 0.0 | 7 | 4
COc1cccc(NC(=O)CN(C)C(C)C(=O)Nc2ccc(C(C)=O)cc2)c1 (stereo not given) | 9 | 1 | -2 | 0 | -0.9 | 16 | 0.1 | 6 | 1
CCCCCCn1nc(C(=O)N(CCCC)c2c(N)n(CCC)c(=O)[nH]c2=O)c2ccccc2c1=O | 0 | / | / | / | / | -2 | -0.1 | / | 2
COc1ccc(CNC(=O)N2CCN(S(=O)(=O)c3ccccc3)CC2)cc1 | -1 | -4 | -3 | -12 | 0.5 | -3 | -0.1 | -1 | 0
CN1CCN(C(c2cccc(C(F)(F)F)c2)c2nnnn2Cc2ccccc2)CC1 (stereo not given) | 6 | -3 | -3 | 2 | 0.0 | -2 | 0.0 | 6 | 1
CCN1CCN(CC(=O)Nc2cc3c(cc2C(C)=O)OCO3)CC1 | -5 | -2 | 7 | 8 | -2.8 | 13 | 0.0 | 6 | 0
COc1ccc(CNC2CCCC2)c(OC)c1OC | -1 | -10 | -1 | 1 | -1.5 | -4 | -0.1 | 2 | 1
CCC(=O)Nc1cc(-c2nn(C)c(=O)c3ccccc23)ccc1N1CCCCC1 | -6 | 1 | -1 | -3 | 1.1 | 9 | 0.2 | 5 | 2
Cn1c(N)c(C(=O)c2ccc(C#N)cc2)c(=O)n(C)c1=O | -2 | -5 | 6 | -1 | 2.5 | -7 | -0.1 | 1 | 0

Filtered by structure, the entries above with a cyano group.
structure | GLD-1 RNA inh | PME-1 inh | Fam108B inh | MCL1 BIM primary | MEX-5 binding | VLA-4 inh | Efflux pump inh | BCLXL inh | GRK2 inh
COc1cccc(C2C(C#N)=C(N)OC(C(C)(C)C)=C2C#N)c1 (stereo not given) | -5 | 0 | 1 | 1 | -4.4 | 20 | 0.0 | 3 | 0
Cn1c(N)c(C(=O)c2ccc(C#N)cc2)c(=O)n(C)c1=O | -2 | -5 | 6 | -1 | 2.5 | -7 | -0.1 | 1 | 0

Further records follow:
structure | GLD-1 RNA inh | PME-1 inh | Fam108B inh | MCL1 BIM primary | MEX-5 binding | VLA-4 inh | Efflux pump inh | BCLXL inh | GRK2 inh
CC(=O)Nc1ccc(S(=O)(=O)NCC(=O)OCC(=O)c2cc(C)n(-c3ccc4c(c3)OCO4)c2C)cc1 | 0 | 0 | 5 | 17 | 2.8 | 0 | -0.3 | 5 | 2
Cc1cc([N+](=O)[O-])nn1CC(=O)NCCCN1CCOCC1 | -2 | 2 | -1 | 8 | 1.4 | 4 | 0.1 | 3 | 1
COCC(=O)NCCSc1c(C)[nH]c2ccccc12 | 5 | 2 | -3 | -1 | -1.3 | 8 | 0.0 | 2 | 3
CCCCn1c(N)c(N(CCOC)C(=O)C2CC(=O)N(c3ccc(CC)cc3)C2)c(=O)[nH]c1=O (stereo not given) | 4 | 4 | / | -23 | / | 8 | -0.1 | -5 | 1
O=C(NCC(c1ccco1)N1CCc2ccccc21)C(=O)Nc1ccc(F)cc1F (stereo not given) | 12 | 4 | 2 | -1 | 0.4 | 5 | 0.0 | 3 | 0
O=C(NCCc1cn2ccccc2n1)c1cc(COc2c(F)cccc2F)on1 | -2 | 0 | 0 | -3 | 2.8 | 5 | -0.1 | 7 | 0
COc1ccccc1CNC(=O)c1[nH]c(C)c(C(C)=O)c1C | -1 | -2 | 1 | 0 | 0.6 | 3 | 0.1 | 2 | 3
Cc1cccc(/C=C2\Oc3cc(OS(C)(=O)=O)ccc3C2=O)c1 | 11 | 4 | 0 | 7 | 0.3 | -5 | -0.5 | 9 | 0
COC(=O)C1=C(C)N(C)C(=S)NC1c1ccc(OC)cc1OC (stereo not given) | -1 | -1 | 2 | 8 | 1.2 | 4 | 0.5 | 2 | 0
Cc1c(NC(=O)CSc2ccccc2C(=O)Nc2cccnc2)c(=O)n(-c2ccccc2)n1C | 2 | -5 | -4 | 5 | 0.9 | -6 | 0.0 | 3 | 0
CCOc1cc(CNCCCN2CCOCC2)ccc1OCC(=O)NC(C)(C)C | -2 | -5 | 4 | -4 | 2.3 | 8 | -0.2 | -2 | 0
COc1ccccc1CNC(=O)C1CCC(CNS(=O)(=O)c2ccc(F)cc2)CC1 (stereo not given) | 2 | 4 | 2 | 3 | -0.7 | 1 | -0.1 | 5 | 0
N/C(=N\OC(=O)c1cccs1)c1cccc(Br)c1 | 1 | -1 | 0 | -8 | -0.9 | -2 | 0.0 | -2 | 0
CC(=O)c1ccc(N2CCN(C(=O)Cc3cccs3)CC2)cc1 | -3 | -1 | -1 | -4 | / | -12 | 0.1 | -2 | 1
COc1ccc(-n2nc(C(=O)NCC(=O)NCCCN3CC(C)CC(C)C3)c3ccccc3c2=O)cc1Cl (stereo not given) | -5 | 0 | 6 | 10 | -1.0 | 15 | 0.2 | 7 | 0
CCC(=O)NC(=S)NNC(=O)c1ccc(OC)cc1 | -1 | 2 | -4 | 4 | 1.1 | 15 | -0.1 | 7 | 0
CC(=O)Nc1cccc(C(=O)Nc2cccnc2)c1 | -4 | -1 | -5 | -16 | 2.5 | 6 | 0.0 | -13 | 7
Cn1cccc1C(=O)OCC(=O)Nc1cc(C(C)(C)C)nn1-c1ccccc1 | 7 | 1 | -4 | 2 | -0.1 | 2 | -0.1 | 3 | 1
COc1ccccc1C(=O)NCC(=O)Nc1ccc2c(c1)CCC2 | -6 | -6 | / | -4 | / | 10 | 0.1 | -1 | 0
CN1CCC(=C2c3ccccc3C(O)c3ccccc32)CC1 (stereo not given) | -3 | -1 | 3 | -2 | -0.3 | 12 | 0.2 | 3 | 0
CC1CC(C)CN(CC(O)COCCOc2ccc(Br)cc2)C1 (stereo not given) | 6 | 4 | -1 | 0 | -1.1 | 18 | -0.2 | 3 | 1
Cc1nnc(SCC(=O)c2ccc(Cl)cc2)n(N)c1=O | -3 | -6 | 2 | 15 | / | 13 | 0.5 | 18 | 1
COC(=O)c1ccc(NC(=O)c2sc3nc(-c4ccccc4)cn3c2C)cc1 | 1 | -17 | -9 | 7 | -5.6 | 52* | -0.1 | 4 | 5
CCCCCn1nc(C(=O)N2CCc3ccccc32)c2ccccc2c1=O | -3 | 4 | / | 5 | / | 13 | 0.4 | 6 | 0
Cc1c([C@H]2[C@@H](CC#N)C2(C)C)c2ccccc2n1C | 1 | 3 | -2 | -4 | -1.9 | 16 | 0.1 | -1 | 0
CCOC(=O)CSc1nc2ccc(C)cc2n2cnnc12 | 7 | 0 | 4 | -5 | 0.3 | -4 | 0.1 | 2 | 0
O=C(c1ccccc1)N1CCC(c2nc(-c3ccc(S(=O)(=O)NCC4CCCO4)cc3)no2)CC1 (stereo not given) | -4 | 0 | 6 | 4 | 2.2 | -8 | -0.1 | -1 | 2
COc1ccc2cc(C(C)C(=O)OC(C)C)ccc2c1 (stereo not given) | 3 | -5 | / | -2 | / | -2 | 0.0 | 3 | 0
Clc1ccc(CNc2ccc(N3CCN(Cc4ccccc4)CC3)cc2)cc1 | 5 | 1 | 7 | 6 | -0.2 | -5 | 0.0 | 9 | 0

These rows are one share of the data, so the mix of outcomes need not match the whole.
